Compound activity: PubChem BioAssay, NCI
All columns: NCI-60 one-dose screen, growth in % after 48 h at 10 µM unless noted; 100 = growth as untreated, 0 = no growth, -100 = all killed.
OVCAR-8: OVCAR-8 ovarian cancer. 4.4% of 81,000 active. AID 1794782
OVCAR-3: OVCAR-3 ovarian cancer; AID 1794787; 7% of 79,000 active
U251: U251 CNS tumor cells; 5.4% of 80,000 active
SF-268: SF-268 CNS cancer cells | 3.1% of 82,000 active
PC-3: PC-3 prostate cancer cells | 3.9% of 80,000 active
OVCAR-5: OVCAR-5 ovarian cancer. 2.9% of 82,000 active
OVCAR-4: OVCAR-4 ovarian cancer cells. AID 1794784. 3.7% of 80,000 active
SK-OV-3: SK-OV-3 ovarian cancer cells. 3.2% of 80,000 active
DU-145: DU-145 prostate cancer. 4.2% of 81,000 active. AID 1794760
* = called active by the depositor. Rule for the calls: active = growth percent below 10; inactive = the rest. A portion of the library. The share of hits here may be higher or lower than overall.

SMILES | OVCAR-8 | OVCAR-3 | U251 | SF-268 | PC-3 | OVCAR-5 | OVCAR-4 | SK-OV-3 | DU-145
CC1(C)[C@@H]2CC[C@@]1(CS(=O)(=O)O)C(=O)C2 | 98.2 | 99.5 | 94.3 | 96.2 | 90.4 | 120.9 | 116.0 | 108.1 | 109.5
